# Bioassay records (PubChem BioAssay)
# PfHsp90 yeast 2 = growth inhibition of yeast expressing Plasmodium Hsp90 | 310,000 compounds, 0.32% hits | S. cerevisiae expressing PfHsp90, BacTiter-Glo ATP, 48 h; yeast lacking PDR1 and PDR3 efflux regulators | inhibition, % at 9.4 µM;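 active = every replicate shows inhibition above about 80%, whatever the replicate mean, limit read from the data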;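 note: 0% = DMSO neutral controls and 100% = 20 µM radicicol positive controls; yeast relying on Plasmodium falciparum Hsp90 in place of its own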
# MOR-DOR inv ag = inverse agonists of human mu-delta opioid receptor heterodimerization; cell-based MOR-DOR heterodimer luminescence, inverse agonism; AID 504357; inhibition, % at 9.3 µM; 340,000 compounds, 0.21% hits; in the data active = inhibition above about 22%, passing the limit was not always enough;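 note: 0% = cells with DMSO and 100% = wells without cells with DMSO; values of inactives mirror those of a sister screen read the other way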
# Mot1-301 SUMO = blocks SUMOylation pathway, rescuing yeast Mot1-301 growth | growth rescue, % at 18.8 µM | 320,000 compounds, 1% hits | S. cerevisiae Mot1-301 growth rescue, ATP luminescence, 38.5C; percent above DMSO median, 100 means doubled;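 active = every valid replicate shows activation above 250% relative to neutral control wells; inactive = the rest, any valid replicate at or below 250%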;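 note: OY570 slx delta 5 strain wells were the positive control but not used for scaling; some compounds called inactive have numbers as strong as hits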
# HTR5A ag = HTR5A agonism, opioid heterodimer counter-screen; P47898; HTR5A agonist assay, luminescence, cell-based; activation, % at 9.3 µM; 340,000 compounds, 0.61% hits; AID 504692; in the data active = activation mostly above about 9.5%, no sharp cut-off; inactive = mostly below about 7.6%;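 note: 0% = cells with vehicle only and 100% = reference agonist; strong numbers were not always called active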
# Ecoli viability = reduces bacterial viability in AddAB counter-screen. inhibition, % at 11.9 µM. 330,000 compounds, 0.27% hits. AID 449728. E. coli V3065 growth, OD600 absorbance, 18 h;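 active = inhibition above the campaign's mean inhibition across all tested compounds plus 3 SD, cut at about 9.9% in these data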;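 note: uninfected addAB+ strain grown without phage in ampicillin broth; 0% = DMSO wells and 100% = ciprofloxacin 0.95 µg/ml wells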
# AddAB inh = less growth of phage-infected E. coli with AddAB; E. coli expressing H. pylori AddAB, absorbance growth; inhibition, % at 11.9 µM; 330,000 compounds, 0.29% hits; AID 435030; in the data active = inhibition above about 12%;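 note: 0% = vehicle wells of infected cells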
# MOR-DOR ag = agonists of human mu-delta opioid receptor heterodimerization | P35372+P41143 | cells, OPRM1-OPRD1 heterodimerization, luminescence | activation, % at 9.3 µM | 340,000 compounds, 0.3% hits; in the data active = activation above about 18%;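 note: 0% = vehicle-treated cells and 100% = reference agonist; values of inactives mirror those of a sister screen read the other way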
# DSG3 Ab inh = blocks pemphigus antibody binding to human desmoglein-3; AID 588358; DSG3-coupled beads, scFv-anti-DSG3-GFP binding, flow cytometry; hits give low values; P32926; binding (percent of control), % at 10 µM; 310,000 compounds, 0.48% hits;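 active = binding more than 3 SD below its plate's average and above zero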;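 note: hits lower antibody fragment binding to DSG3; some compounds called inactive have numbers as strong as hits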
# Target sequence (P32926 whole entry, looked up, the tested form may be a part): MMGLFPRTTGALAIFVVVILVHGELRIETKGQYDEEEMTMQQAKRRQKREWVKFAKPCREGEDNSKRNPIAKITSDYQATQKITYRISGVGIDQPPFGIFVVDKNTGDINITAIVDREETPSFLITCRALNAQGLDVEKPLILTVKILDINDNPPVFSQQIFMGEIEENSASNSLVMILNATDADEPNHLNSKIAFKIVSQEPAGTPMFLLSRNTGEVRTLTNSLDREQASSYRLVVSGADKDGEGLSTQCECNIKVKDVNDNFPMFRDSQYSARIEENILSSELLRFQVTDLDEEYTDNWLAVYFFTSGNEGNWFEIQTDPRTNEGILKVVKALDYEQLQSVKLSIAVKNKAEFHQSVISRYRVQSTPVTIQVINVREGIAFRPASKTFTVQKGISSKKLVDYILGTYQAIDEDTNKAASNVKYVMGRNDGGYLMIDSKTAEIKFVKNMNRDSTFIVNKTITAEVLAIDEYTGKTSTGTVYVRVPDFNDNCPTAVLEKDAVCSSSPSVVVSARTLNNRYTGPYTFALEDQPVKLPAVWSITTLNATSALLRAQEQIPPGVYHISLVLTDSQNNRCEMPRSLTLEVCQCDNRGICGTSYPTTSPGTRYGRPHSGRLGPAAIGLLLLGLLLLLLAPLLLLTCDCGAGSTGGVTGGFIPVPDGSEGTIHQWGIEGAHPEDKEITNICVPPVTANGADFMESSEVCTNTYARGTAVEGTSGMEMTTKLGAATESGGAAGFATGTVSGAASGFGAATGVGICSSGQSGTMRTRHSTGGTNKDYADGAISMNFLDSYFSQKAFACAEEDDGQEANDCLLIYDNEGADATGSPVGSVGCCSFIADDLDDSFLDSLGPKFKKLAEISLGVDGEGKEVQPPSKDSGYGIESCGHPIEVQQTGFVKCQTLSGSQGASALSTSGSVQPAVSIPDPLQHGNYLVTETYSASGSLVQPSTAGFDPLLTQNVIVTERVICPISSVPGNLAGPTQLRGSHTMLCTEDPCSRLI
# phage Ecoli inh = E. coli growth loss with phage present | growth absorbance | inhibition, % at 11.9 µM | 360,000 compounds, 0.26% hits | AID 651602; in the data active = inhibition above about 11%
# PKA-R1A act = activators of PKA-R1A complex | P00514+P68181 | PKA-R1A dissociation, Cy5-IP20 fluorescence polarization; scaled: DMSO 0%, 113 µM cGMP 100% | activation, % at 11.4 µM | 340,000 compounds, 0.083% hits | AID 504707;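 active = percent activation above the mean of all tested compounds plus 3 SD, cut at about 19% in these data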;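 note: higher means more PKAc released from R1A so a rise in polarization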
# HTR5A inv ag = counter-screen for OPRM1-OPRD1 inverse agonists: human HTR5A inverse agonism; inhibition, % at 9.3 µM; HTR5A cell line, luminescence; P47898; 340,000 compounds, 0.083% hits; in the data active = inhibition mostly above about 23%, no sharp cut-off; inactive = mostly below about 18%;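 note: 0% = cells with DMSO and 100% = no-cell wells with DMSO; some compounds called inactive have numbers as strong as hits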
# * = called active by the depositor; . = no result given. The order is random, and some 3.2% of all compounds hit somewhere here.
SMILES,PfHsp90 yeast 2,MOR-DOR inv ag,Mot1-301 SUMO,HTR5A ag,Ecoli viability,AddAB inh,MOR-DOR ag,DSG3 Ab inh,phage Ecoli inh,PKA-R1A act,HTR5A inv ag
CCCc1nnc(NC(=O)CCC(=O)N2CCN(c3ccccn3)CC2)s1,-11,0,-10,-2,-1.9,0.7,0.0,96,1.4,-4,20
Cc1cccc2cc3ccccc3nc12,0,6,55,0,-1.3,-0.7,-1.1,.,2.6,-1,15
Nc1cccc2c(O)cc(S(=O)(=O)O)cc12,-10,-42,.,4,.,.,8.0,117,.,-4,-14
N#CC1(NC(=O)COC(=O)Cn2[nH]c(=O)c3ccccc3c2=O)CCCCC1,.,14,-23,1,-2.4,-0.5,-2.1,96,2.5,3,-2
O=C(c1ccc(Cn2ccc([N+](=O)[O-])n2)cc1)N1CCN(Cc2ccccc2)CC1,-5,12,-20,0,0.6,1.9,-2.5,.,2.7,5,-13
Cc1ccc(NC(=O)CSc2nn(-c3ccc(Cl)cc3)c(=S)s2)cc1S(=O)(=O)N(C)C,-12,-18,1,-3,1.8,3.1,3.2,107,3.5,13,10
CCN1CCc2c(OCC(=O)Nc3cccc(C)c3)cccc2C1=O,.,6,81,0,0.8,3.1,-1.2,130,1.7,2,37
Cc1ccc(S(=O)(=O)Cn2nnnc2C(CC(C)C)N2CCN(C(=O)c3ccco3)CC2)cc1 (configuration not stated),-6,2,1,-3,0.1,1.9,-0.3,101,-0.9,5,9
Cc1ccc(OCC(=O)N/N=C/c2c[nH]c3ccccc23)c([N+](=O)[O-])c1,-9,-17,2,3,0.4,1.1,3.2,101,1.2,-1,-19
Cc1ccc(NC(=O)C2CCN(C(=O)c3ccccc3C)CC2)nc1,.,-4,4,4,0.2,-1.5,0.7,115,3.2,-3,-9
CCOC(=O)C1=C(C)NC2=C(C(=O)CCC2)C1c1cc(OC)ccc1OC (configuration not stated),8,7,11,-4,-0.4,0.8,-1.2,108,1.6,0,11
Cc1ccc(NC(=O)C2(c3ccccc3)CCOCC2)cc1,-4,0,-20,1,1.0,-1.5,0.0,100,3.8,-8,-2
CC1=Nc2cc(C(=O)NCc3ccco3)ccc2Sc2ccc(C)cc21,-5,18,-1,2,-2.5,7.3,-3.4,103,3.7,-2,-29
CC(CC(=O)Nc1ccc(F)cc1)S(=O)(=O)c1ccc2c(c1)NC(=O)CO2 (configuration not stated),19,5,3,6,3.1,3.2,-0.9,110,1.9,-6,11
O=C(COC(=O)c1c(Cl)cccc1Cl)NC1CCCCC1,25,-7,-4,0,4.2,2.9,1.4,105,2.6,-5,-2
CCNC(=O)CN(c1ccc(CC)cc1)S(C)(=O)=O,4,14,0,3,-1.3,0.2,-2.6,101,2.3,-1,-8
O=C(C[n+]1cc(-c2ccccc2)n2c1CCC2)OCc1ccccc1,9,13,-13,1,0.0,3.5,-2.4,98,1.8,-4,-4
CCCCN(CC)CCCNC(=O)c1cc2cc3ccc(C)cc3nc2o1,-30,2,10,10,-0.8,-2.0,-0.3,69*,-0.5,-4,-39
COC(=O)C(CC(=O)c1ccc(Cl)cc1)c1ccc(C(C)C)cc1 (configuration not stated),.,0,349,-5,1.0,4.8,0.1,106,2.1,-1,10
O=C(CC1SC(N2CCCCC2)=NC1=O)Nc1ccc(C(=O)NCCc2ccc(F)cc2)cc1 (configuration not stated),15,12,-16,1,-0.3,0.5,-3.0,.,0.0,-14,-3
Cc1cnc(NC(=O)CSc2ccccc2)s1,-1,5,-16,1,-1.3,-0.9,-0.8,107,4.4,10,-18
CS(=O)(=O)N(CCc1ccccc1)CC(=O)NCc1ccc(Cl)cc1,-24,9,-11,-4,3.0,1.3,-1.6,94,5.7,-11,9
CCOc1ccc(S(=O)(=O)N2CCCCC2)c(C)c1C,31,-39,.,-5,.,.,7.6,96,3.3,-9,12
O=C(CN1CCN(c2ccccc2O)CC1)Nc1ccnn1C1CCCC1,.,0,-15,6,0.0,-1.1,0.0,106,1.4,-6,1
O=C1CCc2cc(S(=O)(=O)NC3CCCCC3)ccc2N1,-35,6,0,0,-0.5,0.3,-1.2,495,1.1,-4,0

# The listing continues.
SMILES,PfHsp90 yeast 2,MOR-DOR inv ag,Mot1-301 SUMO,HTR5A ag,Ecoli viability,AddAB inh,MOR-DOR ag,DSG3 Ab inh,phage Ecoli inh,PKA-R1A act,HTR5A inv ag
Cc1ccc(OCC(=O)c2ccc(Cl)s2)c([N+](=O)[O-])n1,35,-7,36,-8,0.2,0.2,1.4,96,4.6,-11,19
CCNC(=O)COC(=O)c1cc(-c2ccc(OC)cc2)nc2ccccc12,6,6,-10,3,-0.3,0.7,-1.1,101,0.5,5,-9
COc1ccc(CNC(=O)N2CCc3ccccc3C2)cc1Cl,-11,14,-18,-1,1.4,3.4,-3.2,93,2.9,-1,5
Cn1c2ccccc2c2cnn(CC(=O)Nc3ccc(F)cc3F)c(=O)c21,9,4,-20,3,5.6,0.9,-0.8,100,6.2,-4,-8
C#CCn1c(=NC(=O)CSCC(=O)N2CCOCC2)sc2ccccc21,-7,9,-8,3,-1.8,1.3,-1.9,103,2.9,4,-6
Cc1ccc(NC(=O)CSc2nnc(C3CC3)n2N)cc1S(=O)(=O)N1CCOCC1,-11,2,0,1,-3.8,-4.4,-0.4,97,4.7,5,-2
Nc1nnn(CC(=O)N/N=C/c2ccncc2)n1,.,.,-18,.,-3.1,1.3,.,108,1.5,.,.
COCC(C)n1c(SCC(=O)Nc2nccs2)nc2ccccc2c1=O (configuration not stated),-23,3,7,0,3.3,0.6,-0.5,104,-0.8,-2,-1
CCCCNC(=O)CC1SC(=NCC)N(CC)C1=O (configuration not stated),28,12,-5,6,-1.2,-0.7,-2.3,102,4.0,-3,-23
C=CCNC(=O)/C(C#N)=C/c1ccc(C)o1,-18,5,268,-2,1.9,5.1,-1.0,107,7.4,-1,-11
COc1cc(C2C(C#N)=C(N)Oc3c2ccc2ccccc32)ccc1OCC(=O)Nc1cccc(C)c1 (configuration not stated),-5,-20,6,7,1.5,1.6,3.7,107,1.9,-8,-39
COc1ccccc1NS(=O)(=O)c1ccc(C)c(NS(=O)(=O)c2cc(C(=O)O)cc(C)c2C)c1,1,-2,2,5,1.9,1.5,0.7,110,-1.1,0,13
CN(C)S(=O)(=O)c1cc(C(=O)NCCCn2ccc3ccccc32)ccc1Cl,-4,0,8,5,-0.6,-3.5,0.0,107,0.5,-1,-14
C/C(=N\NC(=O)c1cccc(F)c1)c1ccc(NC(=O)Cc2ccccc2)cc1,40,2,17,-1,.,.,-0.6,107,2.7,-5,21
CCC(C)n1[nH]c(=O)cc1N (configuration not stated),9,18,1,4,-2.0,-1.1,-3.1,98,5.1,9,-1
O=P(Cc1cccc[n+]1[O-])(c1ccccc1)c1ccccc1,68,3,4,1,-1.8,5.0,-0.5,.,1.5,-5,-14
C[C@H](NC(=O)c1nc[nH]c1C(=O)NCCCCCNC(=O)OC(C)(C)C)C(=O)OC(C)(C)C,1,-7,0,-2,-1.5,2.4,1.3,105,0.8,6,4
C/C(O)=c1/cnc2nc3ccccc3n2c1=O,13,-3,-3,3,-1.6,-1.7,0.5,109,6.2,-6,3
O=C(c1ccco1)N1CCN(S(=O)(=O)c2cccc(C(F)(F)F)c2)CC1,.,14,622,-2,-2.8,1.7,-2.7,96,2.3,-8,6
O=C(NCCc1ccccc1)c1cccc([N+](=O)[O-])c1,-5,3,514*,5,-2.0,0.2,-0.6,101,2.8,5,12
Cc1nnc(N2CCc3ccccc3C2)[nH]c1=O,22,12,-10,6,1.6,1.2,-2.8,115,0.0,-11,4
O=C(O)c1cccc(NC(=O)C2C3C=CC(C3)C2C(=O)OCC(F)(F)C(F)F)c1 (configuration not stated),-11,12,-4,-1,-2.7,0.9,-2.7,.,1.8,-8,4
CCOC(=O)C1CN(S(=O)(=O)c2ccc(OC)cc2)c2cc(Cl)ccc2O1 (configuration not stated),-3,12,125,1,0.6,-1.3,-2.6,94,2.5,0,-4
COc1ccc(C2NC(c3ccc(OC)cc3)C([N+](=O)[O-])C(C)(C)C2[N+](=O)[O-])cc1 (configuration not stated),14,7,202,-1,0.3,1.1,-1.3,100,4.5,4,18
N#CCSc1nc2sc3c(c2c(=O)n1C1CCCCC1)CCCC3,-57,-6,-6,0,2.5,2.4,1.1,107,2.4,1,-1

# Next section:
SMILES,PfHsp90 yeast 2,MOR-DOR inv ag,Mot1-301 SUMO,HTR5A ag,Ecoli viability,AddAB inh,MOR-DOR ag,DSG3 Ab inh,phage Ecoli inh,PKA-R1A act,HTR5A inv ag
O=S(=O)(c1ccccc1)N(CC(O)Cn1c2ccccc2c2ccccc21)c1ccccc1 (configuration not stated),3,-10,-3,7,1.2,1.9,2.4,.,0.8,-8,-16
CSc1nc2n(n1)C(C)C1=C(CCCC1=O)N2 (configuration not stated),11,-3,-5,-2,-1.6,-0.5,0.6,100,1.8,-13,5
Cc1cccc(-n2c(C)nc3sccc3c2=O)c1,.,7,231,-1,-0.6,-0.3,-1.3,103,2.3,-4,-8
CCOC(=O)C(=O)Nc1ccccc1C(=O)Nc1ccc(OC)cc1,13,0,3,0,0.7,3.8,-0.1,99,1.3,-6,2
CCc1ccc(OCCSc2nc3ccccc3n2CC(=O)O)cc1,8,10,1,-2,1.8,2.0,-2.1,105,3.1,9,8
O=C(Nc1ccc(OCC(=O)N2CCOCC2)cc1)c1cncc(Br)c1,13,5,-1,-1,0.1,-0.7,-1.0,106,2.9,-3,-7
O=C(CSc1nnc2c(n1)[nH]c1ccccc12)N1CCCCC1,-14,-1,-9,5,-0.2,2.5,0.2,99,3.1,-1,-13
COC(=O)c1cn(Cc2cccc(C)c2)nn1,9,17,3,1,0.9,1.7,-3.1,87,2.9,-2,25
COc1ccc(S(=O)Cc2ccc(C(=O)N3CCN(c4cccc(C)c4C)CC3)o2)cc1 (configuration not stated),11,4,6,0,-1.4,2.1,-0.7,106,.,0,-2
Cc1ccc2nc(SCC(=O)NCC3CCCO3)c(C#N)cc2c1 (configuration not stated),-7,0,-2,2,0.0,2.1,0.1,104,2.1,-12,6
N#CCC(=O)NCCCc1ccccc1,.,13,-9,0,2.8,3.9,-2.5,109,2.9,-6,-1
Cn1nnc(NC(=O)CSc2ncn[nH]2)n1,57,1,36,4,-2.4,5.3,-0.2,.,2.6,9,1
COc1ccc(OCc2cc(C(=O)N3CCCN(C(C)=O)CC3)no2)c(Cl)c1,-22,18,-9,1,2.5,4.0,-3.5,.,-2.6,-17,-10
CNC(=O)/C(C#N)=C/c1cn(CC(=O)OC)c2ccccc12,-9,14,-9,-4,-2.0,1.1,-2.7,113,1.1,-4,-2
COc1ccc(Cl)cc1NC(=O)CSc1nncn1-c1cccnc1,29,12,-2,1,0.4,1.8,-2.2,109,-0.3,-12,1

# An excerpt from above in order of their number in DSG3 Ab inh, ascending:
canonical_smiles	DSG3 Ab inh
CCCc1nnc(NC(=O)CCC(=O)N2CCN(c3ccccn3)CC2)s1	96
COC(=O)C(CC(=O)c1ccc(Cl)cc1)c1ccc(C(C)C)cc1 (configuration not stated)	106
N#CCSc1nc2sc3c(c2c(=O)n1C1CCCCC1)CCCC3	107
